ABCB1 inh: blocks JC-1 efflux by human ABCB1 transporter; P08183; inhibition, % at 6.6 µM; actives 0.067% (n = 190,000); CCRF-Adr cells, flow cytometry; in the data active means inhibition above about 40%;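 further: 0% = vehicle and 100% = reference inhibitor; higher value means more JC-1 retained so stronger ABCB1 efflux block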
RGS4-Gao reg: human RGS4-Galphao interaction regulation | P09471 | actives 0.33% (n = 220,000) | Multiplexed bead flow cytometry, RGS4-Galphao binding; actives lie on both sides | binding response (% of control), % at 10 µM; in the data active means binding response below about 49% or above about 150%; inactive means in between;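 further: fluorescent Galphao activated with aluminum fluoride binding bead-coupled RGS4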
Target sequence (P09471 whole entry, looked up): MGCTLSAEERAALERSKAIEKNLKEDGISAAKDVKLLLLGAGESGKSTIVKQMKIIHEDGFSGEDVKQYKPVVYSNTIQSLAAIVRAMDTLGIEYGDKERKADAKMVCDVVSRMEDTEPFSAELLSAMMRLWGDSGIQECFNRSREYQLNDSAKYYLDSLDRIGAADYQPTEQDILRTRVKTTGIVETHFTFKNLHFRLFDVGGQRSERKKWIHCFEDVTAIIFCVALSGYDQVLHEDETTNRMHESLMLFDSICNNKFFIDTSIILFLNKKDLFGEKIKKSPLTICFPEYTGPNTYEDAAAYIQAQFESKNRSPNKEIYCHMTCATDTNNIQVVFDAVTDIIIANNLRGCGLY
Bcl-XL Bim block: inhibitors of Bim-Bcl-XL interaction, human | inhibition, % at 10 µM | Bim peptide-Bcl-XL binding, bead flow cytometry, fluorescence | Q07817 | actives 0.04% (n = 190,000)
RGS7-Gao: human RGS7-Galphao interaction regulation | Multiplexed bead flow cytometry, RGS7-Galphao binding; actives lie on both sides | binding response (% of control), % at 10 µM | actives 0.35% (n = 220,000) | AID 1439; in the data active means binding response below about 49% or above about 150%; inconclusive means no clear call, values can overlap the other calls; inactive means in between;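 further: fluorescent Galphao held in activated GDP-AlF4 state binding bead-coupled RGS7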
ABCG2 inh: blocks JC-1 efflux by human ABCG2 transporter. IgMXP3 cells, flow cytometry. inhibition, % at 6.6 µM. actives 0.1% (n = 190,000);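 active means inhibition above 80%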;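 further: 0% = DMSO and 100% = nicardipine control wells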
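Times: 10 min at 25 °C | Test system: Two drug-resistant human cell lines, ABCG2 and ABCB1 | Quantity: 3 million cells/mL final, two lines in 1:1 ratio | Signal: Flow cytometry, 530 nm JC-1 signal | Dosing: Compound at 6.6 µM | Controls: Nicardipine and DMSO wells | Reagent: JC-1 as fluorescent efflux pump substrate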
RGS8-Gao reg: regulators of human RGS8-Galphao interaction | multiplexed bead flow cytometry, RGS8-Galphao binding; actives lie on both sides | actives 0.34% (n = 220,000) | P09471 | response (percent of control binding), % at 10 µM; in the data active means response below about 60% or above about 140%; inactive means in between;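 further: Galphao activated as the GDP aluminium fluoride complex binding bead-coupled RGS8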
Mcl-1 Bim block: inhibitors of Bim-Mcl-1 interaction, human; Q07820; Bead-based flow cytometry, Bim peptide-Mcl-1 binding; inhibition, % at 10 µM; actives 0.1% (n = 190,000); AID 1009;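 further: 0% = no compound tracer wells and 100% = peptide blocker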
Bcl-B Bim block: disrupts Bim peptide binding to human Bcl-B | actives 0.073% (n = 190,000) | inhibition, % at 10 µM | bead-based flow cytometry;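 further: 0% = tracer peptide without compound and 100% = reference inhibitor peptide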
Target sequence (Q9HD36 whole entry, looked up): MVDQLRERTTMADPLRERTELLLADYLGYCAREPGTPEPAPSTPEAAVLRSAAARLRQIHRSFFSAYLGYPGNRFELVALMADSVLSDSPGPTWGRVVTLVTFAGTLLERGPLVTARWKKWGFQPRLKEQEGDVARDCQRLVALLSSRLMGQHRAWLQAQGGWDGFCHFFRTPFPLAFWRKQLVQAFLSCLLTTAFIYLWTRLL
Bfl-1 Bim block: disrupts Bim binding to human Bfl-1; Q16548; Bead-based flow cytometry, Bim-Bfl-1 binding inhibition; inhibition, % at 10 µM; actives 0.12% (n = 190,000);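 further: 0% = wells without compound plus tracer and 100% = blocker peptide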
Bim-Bcl-W: disrupts Bim peptide binding to human Bcl-W. inhibition, % at 10 µM. actives 0.02% (n = 190,000). bead-based flow cytometry. Q92843;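 further: 0% = bound tracer without compound and 100% = peptide blocker; higher means less fluorescent Bim peptide bound to Bcl-W beads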
Target sequence (Q92843 whole entry, looked up): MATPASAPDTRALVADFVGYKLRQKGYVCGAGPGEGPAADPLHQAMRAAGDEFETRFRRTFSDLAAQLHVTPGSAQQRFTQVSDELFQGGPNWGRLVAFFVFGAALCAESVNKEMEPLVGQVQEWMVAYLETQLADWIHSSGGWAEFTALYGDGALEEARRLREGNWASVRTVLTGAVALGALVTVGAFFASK
Bim-Bcl-2: human Bim-Bcl-2 interaction inhibition; inhibition, % at 10 µM; Bead-based flow cytometry, Bim peptide-Bcl-2 binding; actives 0.06% (n = 190,000); P10415; in the data active means inhibition above about 40%; inconclusive means no clear call, values can overlap the other calls;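 further: 0% = no compound wells with probe peptide and 100% = reference peptide inhibitor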
Target sequence (P10415 whole entry, looked up): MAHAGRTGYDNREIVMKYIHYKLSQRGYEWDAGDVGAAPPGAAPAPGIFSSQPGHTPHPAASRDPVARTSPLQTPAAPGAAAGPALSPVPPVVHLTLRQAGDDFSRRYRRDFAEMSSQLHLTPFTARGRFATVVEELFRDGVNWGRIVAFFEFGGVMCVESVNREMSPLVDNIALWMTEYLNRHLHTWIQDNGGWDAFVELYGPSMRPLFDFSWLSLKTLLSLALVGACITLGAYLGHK
* hit, by the source's call; ? = inconclusive. Unless noted, no stated cut-off is given here; in the data, active means inhibition above about 40%.

Compound	Bfl-1 Bim block	ABCG2 inh	Bcl-XL Bim block	Mcl-1 Bim block	Bim-Bcl-W	Bim-Bcl-2	Bcl-B Bim block	RGS7-Gao	RGS8-Gao reg	RGS4-Gao reg	ABCB1 inh
Cc1ccc(NC(=O)NCc2ccncc2)cc1Cl	-4	0	-2	-1	-2	0	-5	98	95	100	-0.7
Cc1ccc(OC(C)C(=O)N2CCCc3ccccc32)cc1 (stereo not drawn)	-10	3	0	0	3	-6	-8	101	101	101	0.2
CC1=NNC(=O)C1CCC(=O)N/N=C/c1ccco1 (stereo not drawn)	-5	-3	0	0	0	-3	-1	101	108	108	0.5
O=C(NCc1ccco1)c1cc(S(=O)(=O)N2CCCc3ccccc32)ccc1Cl	-3	3	-2	0	-2	0	-3	100	101	100	1.3
Cc1ccc(OCc2ccc(C(=O)NCc3cccnc3)cc2)cc1C	-4	5	-1	0	1	0	-4	108	104	117	0.8
CCC(NS(=O)(=O)c1ccc(OC)cc1)C(=O)NCCC1=CCCCC1 (stereo not drawn)	-13	0	-2	3	0	-1	-1	89	91	88	0.4
O=C1NC2=C(C(=O)CCC2)C(c2ccc3ncccc3c2)N1 (stereo not drawn)	-18	-2	-8	-2	-1	-10	-10	102	99	100	0.3
CC(C)Cn1c(SC(C)C(=O)Nc2ccc(N3CCOCC3)cc2)nc2ccccc21 (stereo not drawn)	-9	2	-5	0	-3	-6	-4	99	103	100	1.0
CCN1CCCC1CNC(=O)Cn1cnc2sc(C)c(S(=O)(=O)N3CCC(C)CC3)c2c1=O (stereo not drawn)	0	3	-4	-2	-4	0	-5	102	99	100	0.0
COc1cc([N+](=O)[O-])ccc1NC(=O)CSc1nc2ccccc2n1-c1ccccc1	8	5	-5	-4	0	4	-10	102	107	103	2.0

A draw from above in order of SMILES length, lowest first:
Compound	Bfl-1 Bim block	ABCG2 inh	Bcl-XL Bim block	Mcl-1 Bim block	Bim-Bcl-W	Bim-Bcl-2	Bcl-B Bim block	RGS7-Gao	RGS8-Gao reg	RGS4-Gao reg	ABCB1 inh
CC1=NNC(=O)C1CCC(=O)N/N=C/c1ccco1 (stereo not drawn)	-5	-3	0	0	0	-3	-1	101	108	108	0.5
Cc1ccc(OC(C)C(=O)N2CCCc3ccccc32)cc1 (stereo not drawn)	-10	3	0	0	3	-6	-8	101	101	101	0.2
CCC(NS(=O)(=O)c1ccc(OC)cc1)C(=O)NCCC1=CCCCC1 (stereo not drawn)	-13	0	-2	3	0	-1	-1	89	91	88	0.4
O=C(NCc1ccco1)c1cc(S(=O)(=O)N2CCCc3ccccc32)ccc1Cl	-3	3	-2	0	-2	0	-3	100	101	100	1.3
COc1cc([N+](=O)[O-])ccc1NC(=O)CSc1nc2ccccc2n1-c1ccccc1	8	5	-5	-4	0	4	-10	102	107	103	2.0

Next part.
Compound	Bfl-1 Bim block	ABCG2 inh	Bcl-XL Bim block	Mcl-1 Bim block	Bim-Bcl-W	Bim-Bcl-2	Bcl-B Bim block	RGS7-Gao	RGS8-Gao reg	RGS4-Gao reg	ABCB1 inh
O=C(COC(=O)C1=Cc2ccccc2OC1)NCc1ccco1	-7	5	-2	0	0	0	-4	94	102	99	0.5
COC(CNC(=O)C1CC(=O)N(CCc2ccccc2)C1)OC (stereo not drawn)	1	2	1	2	2	2	1	111	113	114	0.3
Cc1c(Cl)cccc1NC(=O)CCC(=O)N/N=C/c1ccc[nH]1	-2	13	-7	-3	-3	-4	-9	102	102	102	0.4
CC(C)Cc1nc(N2CCOCC2)c(C#N)c2c1COC(C)(C)C2	0	3	-2	-3	-4	0	-1	100	99	97	1.5
CCOc1ccc(NS(=O)(=O)c2ccc3[nH]cc(C(=O)NCCOC)c(=O)c3c2)cc1	-4	-1	-1	0	-2	-3	-4	105	103	107	-0.5
CCOC(=O)NC(Nc1ccc(C)cn1)(C(F)(F)F)C(F)(F)F	-2	-3	0	2	1	2	1	92	99	91	-6.0
C(=C\c1nnc(-c2cccs2)o1)/c1ccccc1	-1	6	-4	-2	-1	1	0	100	100	98	0.6
Cc1ccc(NS(=O)(=O)c2cccc(C(=O)O)c2)c(C)c1	-7	-3	-4	-2	-2	-11	-12	108	104	108	-2.8
Cc1ccc(NC(=O)c2sc3nc4c(c(-c5ccco5)c3c2N)CCC4)cc1	-12	48	-9	-3	2	-7	-11	91	93	91	3.8
Cc1noc(/C=C/c2ccco2)c1S(=O)(=O)N1CCC(C(=O)N2CCc3ccccc3C2)CC1	5	-1	-8	-5	-1	-1	-5	100	96	94	-0.4
CCOC(=O)C(=O)Nc1ccccc1C(=O)OCC	-3	13	2	-2	0	-2	1	98	99	95	-1.1
Cc1cc(C)c(C#N)c(SCC2COc3ccccc3O2)n1 (stereo not drawn)	-12	6	-4	0	0	-2	-9	96	105	102	0.5
O=S(=O)(Nc1ncnc2sc3c(c12)CCC3)c1ccc(Cl)s1	-13	26	-11	-3	-3	-10	-10	99	102	100	-0.1
CC(C)[C@H](NC(=O)c1ccccc1)C(=O)O	-2	14	0	0	2	-1	-2	95	100	98	1.4
O=C(CCC(=O)Nc1ccccc1Cl)NNC(=O)c1ccco1	-12	0	-5	-1	-4	-5	-4	97	100	99	0.1
CCOC(=O)c1c(NC(=O)c2ccc(C)cc2)sc2c1CC(C)(C)OC2	-7	0	-2	0	0	-11	-13	113	99	99	0.0
Cc1ccc(C)c(/C=N/Nc2ccccn2)c1	-2	12	2	2	3	0	-5	99	99	100	0.7
Cc1cc(C)n(CC(=O)c2cccc(N)c2)n1	-2	2	-1	0	-1	-2	-2	?	101	102	0.4
CC(C)Sc1nnc(CNC(=O)C23CC4CC(CC(C4)C2)C3)n1C1CCCCC1	-2	-2	-10	-5	-5	-6	-4	106	102	104	2.7
Cn1cc([N+](=O)[O-])c(C(=O)Nc2ccc3c(c2)OCCO3)n1	0	3	1	0	0	0	1	99	102	101	0.5
CCCOc1ccc(-c2nnn(CC(=O)N3CCC(C)CC3)n2)cc1	-10	12	-5	-1	-3	-4	-3	101	100	101	1.0
CCCCN(C)CCNC(=O)Cn1ncc2c(=O)oc3ccc(C)cc3c21	-8	0	-7	-1	-1	-1	-7	111	101	105	0.2
CNC(=O)COC(=O)/C=C/c1nc2ccccc2s1	5	8	-2	2	-3	3	2	105	109	107	0.5
Cc1ccc(Oc2nc3c(c(=O)n(Cc4ccccc4F)c(=O)n3C)n2C)cc1	-9	7	2	7	1	-6	-4	103	104	104	1.4
CCOC(=O)C1CCN(c2nc3ccccc3nc2C(C#N)C(=O)OC(C)COC)CC1 (stereo not drawn)	-14	4	5	-3	7	-9	-9	97	96	97	1.6
CSc1nc(-c2ccco2)nn1C(=O)c1cccs1	0	1	0	-5	-2	-2	0	98	95	97	0.0
O=C(COc1ccc2ccc(=O)oc2c1)N1CCN(c2ccccc2)CC1	-6	4	0	-2	0	-3	-5	?	100	101	1.1
Cc1ccc(CS(=O)(=O)CCC(=O)NCCN2CCCC2)cc1	-17	3	-10	-3	-2	-10	-9	101	99	101	4.1
COC(=O)c1sc(NC(=O)c2ccoc2C)nc1C	3	9	-5	-2	-6	0	-3	104	107	106	-0.1
N#Cc1cc2cc3c(cc2nc1NCCNC(=S)NCCCN1CCOCC1)OCO3	-3	3	6	0	1	-1	4	105	106	102	-0.2
O=C(c1ccc(F)cc1)c1c[nH]c(C(=O)NCc2ccco2)c1	-12	2	-6	13	0	-9	-7	105	103	100	0.1
Cn1cc(/C(Cc2ccccc2)=N\O)c2ccccc21	-10	0	-3	3	0	-2	-2	99	102	99	0.1
O=C(CCC(=O)Nc1nnc(C2CCCCC2)s1)NCc1cccs1	-1	4	-1	1	-1	3	-1	101	105	104	0.9
O=C1CN(C(=O)/C=C/c2ccco2)c2ccccc2N1	3	0	-3	0	-4	0	-19	97	101	98	-0.3
Cc1ccc(OCC(=O)N/N=C\c2ccc(O)c([N+](=O)[O-])c2)c([N+](=O)[O-])c1	-7	2	-4	-2	-4	-4	-7	99	99	100	-0.3
COc1ccc(CCNC(=O)c2cc(-c3ccc(C)cc3O)n[nH]2)cc1OC	-19	30	-9	-7	-3	-14	-18	99	98	98	-1.9
C=CCn1c(C)cc(-c2csc(NC)n2)c1C	11	2	0	0	5	12	23	90	94	90	0.6
CC(C)CNC(=O)c1cccc(NC(=O)C(C)C)c1	-6	4	-4	-2	0	-2	-3	112	101	99	0.5
CC(C)(C)c1n[nH]c(=S)n(/N=C/c2cccs2)c1=O	3	2	3	4	0	1	7	105	101	103	0.2
COc1ccc(CNC(=O)CNS(=O)(=O)c2ccc(Cl)cc2)cc1	0	3	0	2	1	4	2	103	105	103	0.4
CCOc1ccc(NC(=O)C2CC(=O)N(CC)C(=Nc3ccc4c(c3)OCO4)S2)cc1 (stereo not drawn)	-16	4	-5	-1	0	-13	-10	97	96	98	0.6
CCCCCCOC(=O)/C=C/c1c(C)[nH]c(=O)[nH]c1=O	-1	1	-15	-3	0	4	3	99	93	98	-0.1
COc1ccc(-c2ncn(CCC#N)c2[N+](=O)[O-])cc1	-1	0	-3	4	-5	-2	-2	105	102	101	-0.3
CC(C)(C)NCC(O)COCc1ccc(Cl)cc1 (stereo not drawn)	-12	1	0	0	0	-6	-8	101	104	100	0.2
O=C(CSc1nnc(Cn2nnc(-c3ccccc3)n2)n1-c1ccccc1)Nc1ccc(F)cc1	-4	4	-2	-6	-1	-5	-1	92	96	94	1.3
CCCCc1nc2ccccc2c(=O)n1NC(=O)c1c(O)c2ccccc2n(C)c1=O	-3	4	-2	0	0	-2	-4	101	102	102	-1.0
O=C(CN1C(=O)S/C(=C/c2cccs2)C1=O)N1CCOCC1	0	1	3	0	0	-2	1	98	97	99	0.6
Cc1onc(-c2ccccc2Cl)c1-c1nc(-c2ccncc2)no1	-1	4	3	0	0	-2	-1	97	100	92	1.1
COC(=O)c1sc(NC(=S)NC(=O)c2cccc(C)c2)nc1C	-3	-5	-5	-4	-1	-1	-5	105	102	103	-1.3
O=C(O)CNc1nc(Cl)ccc1[N+](=O)[O-]	-4	0	0	-3	0	-2	0	101	99	102	-0.2

(more compounds)
Compound	Bfl-1 Bim block	ABCG2 inh	Bcl-XL Bim block	Mcl-1 Bim block	Bim-Bcl-W	Bim-Bcl-2	Bcl-B Bim block	RGS7-Gao	RGS8-Gao reg	RGS4-Gao reg	ABCB1 inh
Nc1cccc(-c2cc3ccccc3oc2=O)c1	-1	-2	0	1	0	3	1	95	96	95	-0.6
CC(C)n1c(/N=C/c2c[nH]c3ccccc23)nc2ccccc21	0	2	-5	0	-3	-2	0	103	103	106	1.1
O=C(CSCCO)Nc1ccc(C23CC4CC(CC(C4)C2)C3)cc1	2	7	0	0	0	2	0	102	105	104	0.7
COc1ccc(-c2nnc3ccc(SCc4ccccc4)nn23)cc1	-2	10	-3	-2	0	0	0	91	100	94	1.8
CCN(c1ccc2c(c1)OCO2)S(=O)(=O)c1cc(Br)cc2c1N(C(C)=O)CC2	-17	6	-5	-1	0	-12	-8	96	95	96	1.8
COc1ccc(-c2noc(CCC(=O)Nc3nc4ccccc4s3)n2)cc1	0	6	-1	-3	0	2	-2	93	95	93	0.6
CC1(C)CC(=O)C=C(N=CC2=C(O)CC(C)(C)CC2=O)C1	0	0	-2	0	-3	1	-3	98	101	103	0.1

Screens as filed in PubChem BioAssay.

Rows were taken by chance (roughly 0.94% active in at least one column).
